NCI-60 one-dose screen, 48 h, at 10 µM unless noted. Numbers give growth in % (100 = growth as untreated, 0 = no growth, -100 = all killed).
OVCAR-5: OVCAR-5 ovarian cancer | actives 2.9% (n = 82,000)
NCI-H23: NCI-H23 lung cancer | actives 4% (n = 80,000) | AID 1794731
OVCAR-8: OVCAR-8 ovarian cancer; AID 1794782; actives 4.4% (n = 81,000)
NCI/ADR-RES: NCI/ADR-RES ovarian cells; actives 4.4% (n = 81,000)
NCI-H522: NCI-H522 lung cancer; actives 8% (n = 78,000); AID 1794739
OVCAR-3: OVCAR-3 ovarian cancer; actives 7% (n = 79,000); AID 1794787
OVCAR-4: OVCAR-4 ovarian cancer cells | actives 3.7% (n = 80,000)
IGROV1: IGROV1 ovarian cancer. actives 4.7% (n = 79,000). AID 1794786
SK-OV-3: SK-OV-3 ovarian cancer cells | actives 3.2% (n = 80,000)
* = called active by the depositor; . = no result given; & = joins results of further samples. The calls were made as follows: active = growth percent below 10; inactive = the rest. Rows are unselected. About 11% of those tested had a hit in this group.

Short forms: A = OVCAR-5; B = NCI-H23; C = OVCAR-8; D = NCI/ADR-RES; E = NCI-H522; F = OVCAR-3; G = OVCAR-4; H = IGROV1; I = SK-OV-3
COc1ccc([C@@H]2c3[nH]c4ccccc4c3C[C@@H]3C(=O)N(C4CCN(CC5CCCCC5)CC4)CC(=O)N23)c(OC)c1
  A = 88.7	B = 86.0	C = 96.0	D = 85.8	E = 69.4	F = 51.6	G = 83.2	H = 61.5	I = 98.1

CSC(=Nc1ccccc1)Nc1ccccc1
  A = 111.6	B = 88.0	C = 103.2	D = 99.3	E = 97.2	F = 101.0	G = 100.6	H = 97.7	I = 104.7

O=C(O)CC(C(=O)O)/C(=C\c1ccccc1)c1ccccc1 (centres undefined)
  A = 104.0	B = 105.4	C = 100.1	D = 109.5	E = 127.9	F = 113.2	G = 107.3	H = 119.5	I = 97.4

C(#Cc1ccccc1C#Cc1ccccn1)c1ccc(OCCCCCCOc2ccc(C#Cc3ccccc3C#Cc3ccccn3)cc2)cc1
  A = 85.4	B = 57.3	C = 47.6	D = 40.0	E = .	F = 35.5	G = 46.5	H = -48.8*	I = 80.9

CCOC(=O)c1c(-c2ccc(OC)cc2)c(C#N)c(=O)n(-c2cccc(C(F)(F)F)c2)c1N
  A = 98.0	B = 97.1	C = 101.4	D = 98.8	E = 86.8	F = 96.7	G = 103.4	H = 105.5	I = 97.9

O=C(Nc1ccc(-n2ccc3c(NC(=O)c4ccccc4)ncnc32)cc1)c1cccc(C(F)(F)F)c1
  A = 62.3	B = 80.6	C = 40.9	D = 50.7	E = 45.4	F = 54.4	G = 97.1	H = 43.1	I = 61.2

COc1ccc2[nH]c(O)c(/C=c3/cc4c(c(-c5cc(OC)c(OC)c(OC)c5)n3)=Nc3ccccc3-4)c2c1
  A = 116.4	B = 50.7	C = 42.0	D = 39.4	E = 50.4	F = 74.5	G = 64.8	H = 85.8	I = 112.6

CC1=CC(=O)C2=C(C)CC(OC(=O)c3cccc4ccccc34)[C@@H]3[C@H](OC(=O)[C@@H]3C)[C@@H]12 (some centres undefined)
  A = 87.2	B = 91.6	C = 90.3	D = 85.9	E = 68.8	F = 98.0	G = 87.0	H = 96.4	I = 86.4

COc1cc2oc(-c3cccc(C(=O)Nc4ccc(Cl)cc4)c3)cc(=O)c2c(OC)c1OC
  A = 57.5	B = 44.3	C = 23.5	D = 26.2	E = 25.2	F = 43.1	G = 60.5	H = 25.5	I = 33.6

O=C(NNc1ccccc1)C1CCC(=O)N1Cc1ccccc1 (centres undefined)
  A = 88.5	B = 104.9	C = 102.6	D = 94.0	E = 73.3	F = 101.8	G = 94.9	H = 86.8	I = 96.5

Continued:
Short forms: A = OVCAR-5; B = NCI-H23; C = OVCAR-8; D = NCI/ADR-RES; E = NCI-H522; F = OVCAR-3; G = OVCAR-4; H = IGROV1; I = SK-OV-3
O=C(CN1C(=O)NC2NC(=O)NC21)N/N=C/c1cccc([N+](=O)[O-])c1 (centres undefined)
  A = 105.1	B = 103.6	C = 110.5	D = 101.1	E = 97.3	F = 108.3	G = 104.6	H = 103.1	I = 107.8

O=C(C#Cc1ccccc1)c1ccccc1
  A = 104.0	B = 105.2	C = 116.0	D = 109.3	E = 88.5	F = 106.5	G = 115.4	H = 114.8	I = 102.7

Nc1cc2c(cc1[N+](=O)[O-])-c1ccccc1/C2=N\O
  A = 121.2	B = 101.7	C = 86.7	D = 98.4	E = 72.2	F = 89.0	G = 86.0	H = 65.5	I = 76.3

CCOc1c2ccc(Cl)cc2nc2ccc(OC)cc12
  A = 86.1	B = 89.7	C = 98.7	D = 91.0	E = 90.3	F = 107.6	G = 80.3	H = 93.2	I = 84.4

Cc1ccc(C)n1/C=C/n1c(C)ccc1C
  A = 100.9	B = 94.7	C = 99.3	D = 92.4	E = 83.8	F = 145.8	G = 98.4	H = 16.2	I = 100.2

CC(C)(O)Cc1ccccc1Cl
  A = 105.2	B = 101.8	C = 102.9	D = 106.7	E = 99.8	F = 110.9	G = 104.1	H = 107.6	I = 96.4

Cc1ccc(S(=O)(=O)c2nc(S(C)(=O)=O)sc2N2CCNCC2)cc1
  A = 131.4	B = 93.6	C = 109.6	D = 102.2	E = 73.7	F = 104.8	G = 110.4	H = 108.1	I = 110.2

CCN(CC)C(=O)CSc1ccc(Cl)nn1
  A = 102.5	B = 102.6	C = 101.8	D = 110.4	E = 105.3	F = 107.8	G = 100.9	H = 112.6	I = 104.5

O=C1Nc2ccc(Br)cc2C1=Nc1ccc(O)cc1
  A = 116.8	B = 96.7	C = 97.8	D = 102.0	E = 99.4	F = .	G = 106.2	H = 110.5	I = 93.0

CCCC(=O)NC(c1cccnc1)c1cc(C(C)=O)c2cccnc2c1O (centres undefined)
  A = 40.0	B = 48.6	C = 21.7	D = 30.4	E = 18.6	F = 17.1	G = 19.6	H = 36.7	I = 31.9

Additional entries.
Short forms: A = OVCAR-5; B = NCI-H23; C = OVCAR-8; D = NCI/ADR-RES; E = NCI-H522; F = OVCAR-3; G = OVCAR-4; H = IGROV1; I = SK-OV-3
CCCCCCc1cc(N=Nc2ccc(S(=O)(=O)Nc3cc(C)nc(C)n3)cc2)c(O)cc1O
  A = 112.9	B = 101.8	C = 99.7	D = 99.9	E = 90.1	F = 108.6	G = 108.4	H = 96.2	I = 100.9

COc1ccc(C2=Nn3c(SCC(=O)c4ccc(F)cc4)nnc3SC2)cc1
  A = 85.9	B = 87.3	C = 86.2	D = 101.9	E = 54.1	F = 110.3	G = 103.7	H = 83.1	I = 82.9

OCCOCCN1CCN(C2=Nc3ccccc3Sc3ccccc32)CC1
  A = 88.9&87.4	B = 102.4&87.3	C = 97.6&97.5	D = 99.2&93.0	E = 81.1&88.8	F = 113.5&106.6	G = 88.1&98.3	H = 87.5&106.1	I = 99.4&98.9

CC(C)CCNC(=O)[C@@H](Cc1ccccc1)n1cccc(NC(=O)OCc2ccccc2)c1=O
  A = 109.4	B = 92.2	C = 92.6	D = 88.3	E = 85.7	F = 109.8	G = 87.8	H = 115.4	I = 96.0

NS(=O)(=O)c1ccc(Cn2c(SCC(=O)N/N=C/c3ccccc3)nc3ccccc3c2=O)cc1
  A = 95.1	B = 98.3	C = 97.2	D = 100.1	E = 82.2	F = 108.4	G = 100.8	H = 106.7	I = 112.5

Cc1ccccc1Nc1n[nH]c(=S)s1
  A = 114.9	B = 100.8	C = 91.8	D = 109.2	E = 102.4	F = 119.8	G = 94.7	H = 119.8	I = 110.1

CCCCCCCCCCCCCCCCNC(=O)NCCC
  A = 114.1	B = 110.7	C = 96.0	D = 110.4	E = .	F = 103.9	G = 108.0	H = 111.1	I = 103.5

CC(C)COC(=O)c1ccc(NC(=O)CNCCCN(C)C)cc1
  A = 96.2	B = 93.1	C = 97.3	D = 95.9	E = 74.3	F = 98.1	G = 96.8	H = 90.9	I = 94.0

Cc1ccc(C(SCC(N)C(=O)O)(c2ccccc2)c2ccc(C)cc2)cc1 (centres undefined)
  A = 6.7*	B = 12.6	C = -32.5*	D = 7.0*	E = -19.0*	F = -48.0*	G = 61.5	H = -32.0*	I = 28.6

NC(=O)Cc1ccccn1
  A = 111.0	B = 101.6	C = 94.8	D = 109.0	E = 91.1	F = 112.5	G = 102.6	H = 105.6	I = 97.9

CCN(CC)c1ccnc(SCc2ccccc2)n1
  A = 93.8	B = 109.2	C = 107.9	D = 97.1	E = 98.2	F = 111.1	G = 109.0	H = 120.7	I = 109.4

O=C(O)CSCc1nc2ccccc2[nH]1
  A = 109.9	B = 95.7	C = 112.5	D = 100.7	E = 104.5	F = 105.9	G = 106.9	H = 108.7	I = 113.3

N#C/C(=C\c1ccc(Cl)cc1)C(=O)c1ccccc1
  A = 106.5	B = 99.0	C = 102.2	D = 104.9	E = 93.3	F = 115.0	G = 107.7	H = 112.7	I = 109.1

8 entries from above, sorted by length of the SMILES, high to low:
Short forms: A = OVCAR-5; B = NCI-H23; C = OVCAR-8; D = NCI/ADR-RES; E = NCI-H522; F = OVCAR-3; G = OVCAR-4; H = IGROV1; I = SK-OV-3
NS(=O)(=O)c1ccc(Cn2c(SCC(=O)N/N=C/c3ccccc3)nc3ccccc3c2=O)cc1
  A = 95.1	B = 98.3	C = 97.2	D = 100.1	E = 82.2	F = 108.4	G = 100.8	H = 106.7	I = 112.5

Cc1ccc(C(SCC(N)C(=O)O)(c2ccccc2)c2ccc(C)cc2)cc1 (centres undefined)
  A = 6.7*	B = 12.6	C = -32.5*	D = 7.0*	E = -19.0*	F = -48.0*	G = 61.5	H = -32.0*	I = 28.6

COc1ccc(C2=Nn3c(SCC(=O)c4ccc(F)cc4)nnc3SC2)cc1
  A = 85.9	B = 87.3	C = 86.2	D = 101.9	E = 54.1	F = 110.3	G = 103.7	H = 83.1	I = 82.9

CC(C)COC(=O)c1ccc(NC(=O)CNCCCN(C)C)cc1
  A = 96.2	B = 93.1	C = 97.3	D = 95.9	E = 74.3	F = 98.1	G = 96.8	H = 90.9	I = 94.0

N#C/C(=C\c1ccc(Cl)cc1)C(=O)c1ccccc1
  A = 106.5	B = 99.0	C = 102.2	D = 104.9	E = 93.3	F = 115.0	G = 107.7	H = 112.7	I = 109.1

CCN(CC)c1ccnc(SCc2ccccc2)n1
  A = 93.8	B = 109.2	C = 107.9	D = 97.1	E = 98.2	F = 111.1	G = 109.0	H = 120.7	I = 109.4

Cc1ccccc1Nc1n[nH]c(=S)s1
  A = 114.9	B = 100.8	C = 91.8	D = 109.2	E = 102.4	F = 119.8	G = 94.7	H = 119.8	I = 110.1

NC(=O)Cc1ccccn1
  A = 111.0	B = 101.6	C = 94.8	D = 109.0	E = 91.1	F = 112.5	G = 102.6	H = 105.6	I = 97.9

High-throughput results: PubChem BioAssay, NCI
